Source: PubChem BioAssay
MEX-5 binding: C. elegans MEX-5 TCR-2 RNA binding activity; MEX-5/FITC-TCR2 RNA binding, fluorescence polarization; stronger effect = lower value; activity score (negative = inhibition of binding), % at 10 µM; AID 1832; 0.38% of 300,000 active; Q9XUB2;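 active = inhibition past about -25% in most replicates, and total fluorescence under double the plate's negative control median, limit read from the data; inconclusive = replicates evenly split on the limit, or fluorescence at least double controls; inactive = too little inhibition in most replicates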;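 note: 0% = DMSO and -100% = 5 µM competing unlabeled TCR2 RNA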
Target sequence (Q9XUB2 whole entry, looked up): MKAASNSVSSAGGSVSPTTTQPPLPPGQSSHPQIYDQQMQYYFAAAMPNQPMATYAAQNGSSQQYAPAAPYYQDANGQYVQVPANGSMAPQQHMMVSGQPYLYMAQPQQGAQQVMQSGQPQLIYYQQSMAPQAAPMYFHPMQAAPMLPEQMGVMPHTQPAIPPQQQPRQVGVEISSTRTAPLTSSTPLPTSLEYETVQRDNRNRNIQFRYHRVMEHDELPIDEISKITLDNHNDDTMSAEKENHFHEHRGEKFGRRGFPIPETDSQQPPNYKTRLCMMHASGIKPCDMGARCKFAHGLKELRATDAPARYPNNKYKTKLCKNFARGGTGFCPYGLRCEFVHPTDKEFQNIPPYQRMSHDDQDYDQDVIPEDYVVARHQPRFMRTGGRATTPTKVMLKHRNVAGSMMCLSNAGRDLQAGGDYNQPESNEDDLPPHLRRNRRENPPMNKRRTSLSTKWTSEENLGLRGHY
* marks the source's active call; other numbers are inactive results; ? = inconclusive.

CCn1c(CNc2nc(-c3ccccc3)cs2)nnc1SCC(=O)NCc1ccco1
  MEX-5 binding: 0.1

O=C(c1ccccc1)C1CCN(C(=O)C2CCC(=O)N(Cc3cccc(F)c3)C2)CC1 (stereo not drawn)
  MEX-5 binding: 1.2

CN1CCN(c2ccc(NC(=O)COc3ccccc3)cc2Cl)CC1
  MEX-5 binding: -1.2

CC(=O)NS(=O)(=O)c1ccc(NC(=S)NC(=O)C2CCC2)cc1
  MEX-5 binding: -2.0

CC(C)CN(C(=O)C1CCCC1)C1CCS(=O)(=O)C1 (stereo not drawn)
  MEX-5 binding: -0.3

CC(c1ccccc1)N1C(=O)c2ccc(C(=O)NCc3ccco3)cc2C1=O (stereo not drawn)
  MEX-5 binding: -0.5

COc1ccc2c(CN(C)c3ccccc3)cc(=O)oc2c1
  MEX-5 binding: 0.5

CCOC(=O)N1CCN(C2CCCN(C(=O)c3ccccc3C(F)(F)F)C2)CC1 (stereo not drawn)
  MEX-5 binding: -3.9

N#C/C(=C\c1ccncc1)c1nc2ccccc2[nH]1
  MEX-5 binding: -1.0

CCN(CC)CCNC(=O)c1c(O)c2cccc3c2n(c1=O)CCC3
  MEX-5 binding: 3.9

CSc1ccccc1OCc1cc(C(=O)NCCc2nc(C)cc(C)n2)no1
  MEX-5 binding: 0.3

CCN1CCN(c2nc(SC)nc3sc4c(c23)CC(C)(C)OC4)CC1
  MEX-5 binding: -0.1

Cc1cccc(-n2c(CCN3C(=O)c4ccccc4C3=O)nc3ccccc3c2=O)n1
  MEX-5 binding: -3.1

O=C(Nc1ccc(Br)cc1)Nc1cnccn1
  MEX-5 binding: 1.1

CCOC(=O)N/N=C/c1ccc(Oc2ccccc2)cc1
  MEX-5 binding: 1.5

Cc1ccc(-c2nnc(NC(=O)CCS(=O)(=O)c3ccccc3)o2)c(C)c1
  MEX-5 binding: 0.6

Cc1ccc(OCC(=O)N/N=C/C=C/c2ccco2)c(Br)c1
  MEX-5 binding: -0.5

COc1ccccc1CN1CC(C(=O)NCCc2ncccc2C)CCC1=O (stereo not drawn)
  MEX-5 binding: 0.9

C/C(=N\NC(=O)c1ccc(Cn2cc(Br)cn2)o1)c1ccc(NC(=O)c2ccoc2C)cc1
  MEX-5 binding: -3.3

COc1ccc(CNC(=O)C2CC(O)CN2C(=O)Nc2ccccc2)cc1 (stereo not drawn)
  MEX-5 binding: -0.3

Cc1ccc(Nc2nnc(SCC(=O)NCc3ccco3)s2)cc1
  MEX-5 binding: -0.1

Cc1nn(-c2ccccc2)c2sc(C(=O)N3CCc4ccccc4C3)cc12
  MEX-5 binding: 0.3

O=c1[nH]c(=S)n(-c2cccc(C(F)(F)F)c2)c(O)c1C=NCCN1CCNCC1
  MEX-5 binding: 0.6

O=C(CSc1nc2c(oc3ccccc32)c(=O)n1CC1CCCO1)NCc1ccc(F)cc1 (stereo not drawn)
  MEX-5 binding: 1.1

O=C1Nc2ccccc2/C1=N/N=C/c1ccc(-c2ccc([N+](=O)[O-])cc2)o1
  MEX-5 binding: 1.6

CC(=O)N1C(C(=O)O)Cc2c([nH]c3ccccc23)C1C (stereo not drawn)
  MEX-5 binding: 2.6

CCc1nnc(NC(=O)c2ccc(F)c(S(=O)(=O)N3CCCCC3)c2)s1
  MEX-5 binding: 2.4

Cc1ccc(-n2ncc3c(=O)n(CC(=O)N4CCCc5ccccc54)cnc32)cc1C
  MEX-5 binding: 0.6

COCCOC(=O)C1=C(C)NC(SCC(=O)NC(C)(C)C)=C(C#N)C1c1ccco1 (stereo not drawn)
  MEX-5 binding: 1.3

COc1ccc(Cc2nc3ccc(C(=O)N(C)CCc4cnn(C)c4)cc3o2)cc1OC
  MEX-5 binding: -0.4

O=C1c2ccccc2C(=O)C12OC(c1ccccc1)C1(C(=O)c3ccccc3C1=O)C2c1cccc([N+](=O)[O-])c1 (stereo not drawn)
  MEX-5 binding: 0.6

CC(C)(C)OC(=O)N1CCN(c2ccc(NC(=O)c3ccco3)cc2)CC1
  MEX-5 binding: 1.3

CCn1cc(Cl)c(C(=O)Nc2nccs2)n1
  MEX-5 binding: 0.6

CCCCc1nc2ccccc2c(=O)n1NC(=O)c1c(O)c2c(n(CC(C)C)c1=O)CCCC2
  MEX-5 binding: -1.5

CCOC(=O)C1=C(C)Nc2nc(=S)[nH]n2C1c1ccc(Cl)cc1 (stereo not drawn)
  MEX-5 binding: -1.6

O=C(/C=C\Nc1ccc(S(=O)(=O)Nc2ncccn2)cc1)c1ccccc1
  MEX-5 binding: -1.4

O=[N+]([O-])c1ccc(N/N=C/c2ccc(O)c(O)c2O)c(S(=O)(=O)N2CCOCC2)c1
  MEX-5 binding: -2.6

O=C(Nc1ccc(Cc2ccncc2)cc1)c1ccc(S(=O)(=O)N2CCCC2)cc1
  MEX-5 binding: 0.6

COc1cc2cc(CN(Cc3nnnn3Cc3ccccc3)CC3CCCO3)c(=O)[nH]c2cc1OC (stereo not drawn)
  MEX-5 binding: 0.6

CCOCCOC(=O)COc1ccc(N2C(=O)c3ccccc3C2=O)cc1
  MEX-5 binding: -1.0

CC(=O)Nc1ccc(NC(=O)CSc2nc3c(=O)n(C)c(=O)n(C)c3n2C)cc1
  MEX-5 binding: -2.9

O=C(Cc1ccccc1)NNC(=O)c1ccc(Br)o1
  MEX-5 binding: -0.7

COc1ccc(CCNc2ncnc3cc(OC)c(OC)cc23)cc1OC
  MEX-5 binding: -1.5

CCOc1ccc(-n2c(C)nc3c(cnn3-c3ccc(Cl)cc3)c2=O)cc1
  MEX-5 binding: 0.2

COCCNC(=O)c1c[nH]c2ccc(S(=O)(=O)N3CCC4(CC3)OCCO4)cc2c1=O
  MEX-5 binding: -1.3

COc1ccccc1NC1CCCCC1NS(=O)(=O)c1ccc(C)cc1 (stereo not drawn)
  MEX-5 binding: 0.6

COc1ccccc1NC(=O)C(=O)Nc1ccc2c(c1)N(C(=O)C1CC1)CCC2
  MEX-5 binding: 2.0

Cc1cc(NS(=O)(=O)c2ccc(NC(=O)COc3ccc(Cl)c(C)c3)cc2)no1
  MEX-5 binding: 1.2

COC(=O)C1=C(C)N=c2s/c(=C3\C(=O)Nc4ccccc43)c(=O)n2C1c1ccccc1 (stereo not drawn)
  MEX-5 binding: 1.5

CCN(Cc1ccncc1)Cc1c(O)ccc2cc(Br)ccc12
  MEX-5 binding: 3.4

COc1cccc(CN2CC(C(=O)NCc3cccc(Cl)c3)CCC2=O)c1 (stereo not drawn)
  MEX-5 binding: 2.4

Oc1cc2c(cc1C(c1ccc(Cl)c(Cl)c1)N1CCCC1)OCO2 (stereo not drawn)
  MEX-5 binding: -0.1

CC1=C(C(N)=O)C(c2ccccn2)n2nc(-c3ccccc3Cl)nc2N1 (stereo not drawn)
  MEX-5 binding: -1.1

O=C(CN(C1CCCCC1)S(=O)(=O)c1ccccc1)NCC1CCCO1 (stereo not drawn)
  MEX-5 binding: 1.9

COC(C[C@@H](O)[C@@H](C)[C@@H](O)COCc1ccccc1)OC
  MEX-5 binding: -1.4

O=C(CSc1nnc(-c2ccc(F)cc2)o1)NC1CCCC1
  MEX-5 binding: -1.4

COc1cc2c(c(O)c1OC)-c1c(cc(OC)c(OC)c1O)[C@@H](OC(=O)c1ccccc1)[C@@](C)(O)[C@@H](C)[C@@H]2OC(C)=O
  MEX-5 binding: 5.2

Cc1ncoc1C(=O)NC1CCCc2c1cnn2-c1ccc(C(C)(C)C)cc1 (stereo not drawn)
  MEX-5 binding: -1.6

C(=N\Nc1nc2ccccc2[nH]1)/c1ccccn1
  MEX-5 binding: -42.0*

CCOc1c(Cl)cc(CNc2ccc(N3CCCC3)cc2)cc1OC
  MEX-5 binding: -0.5

CC(=O)NCCc1nc2ccccc2n1CCc1ccccc1
  MEX-5 binding: 0.4

COc1ccc(OC)c(CC(NC(C)=O)C(=O)NC2CCN(C(=O)c3cccc(C)c3)CC2)c1 (stereo not drawn)
  MEX-5 binding: -1.0

COc1ccc2[nH]c(=O)c(CN(CC3CCCO3)C(=O)Nc3ccc(F)cc3)cc2c1 (stereo not drawn)
  MEX-5 binding: 2.3

NS(=O)(=O)c1ccc(NC(=O)N[C@@H](Cc2ccccc2)C(=O)O)cc1
  MEX-5 binding: -0.1

COc1ccc2c(c1)-c1nc(/N=C/c3c(O)ccc4ccccc34)sc1CC2
  MEX-5 binding: -4.3

C/C(=C\C=C(C#N)C#N)c1cc(C#N)c(N)o1
  MEX-5 binding: ?

COc1ccccc1CCNC(=O)C1CCC(=O)N(Cc2cccc(F)c2)C1 (stereo not drawn)
  MEX-5 binding: -0.7

CS(=O)(=O)c1nc(-c2ccc(F)cc2)cc(C(F)(F)F)n1
  MEX-5 binding: 0.5

O=S1(=O)N=C(N(CCO)/N=C/c2ccccc2)c2ccccc21
  MEX-5 binding: 2.6

CN(Cc1cnccn1)C(=O)c1cc(COc2cccc(C(F)(F)F)c2)on1
  MEX-5 binding: 1.8

Brc1c(NC2=NCCN2)ccc2nccnc12
  MEX-5 binding: 2.9

CCOc1cc(-n2nc(C)c(C#N)c2N)nc(SC)n1
  MEX-5 binding: -0.2

CCc1ccc(-c2cc(N)n(-c3ccccc3)n2)cc1
  MEX-5 binding: -2.2

CCOC(=O)c1c(C)[nH]c(C=Nc2ccccc2)c1O
  MEX-5 binding: -12.0

O=C(Nc1ccc(Cl)c(Cl)c1)N1N=CCC1c1ccccc1 (stereo not drawn)
  MEX-5 binding: 0.7

26 of the compounds above, with values ahead of the structure.
MEX-5 binding	SMILES
2.0	COc1ccccc1NC(=O)C(=O)Nc1ccc2c(c1)N(C(=O)C1CC1)CCC2
1.2	Cc1cc(NS(=O)(=O)c2ccc(NC(=O)COc3ccc(Cl)c(C)c3)cc2)no1
1.5	COC(=O)C1=C(C)N=c2s/c(=C3\C(=O)Nc4ccccc43)c(=O)n2C1c1ccccc1 (stereo not drawn)
3.4	CCN(Cc1ccncc1)Cc1c(O)ccc2cc(Br)ccc12
2.4	COc1cccc(CN2CC(C(=O)NCc3cccc(Cl)c3)CCC2=O)c1 (stereo not drawn)
-0.1	Oc1cc2c(cc1C(c1ccc(Cl)c(Cl)c1)N1CCCC1)OCO2 (stereo not drawn)
-1.1	CC1=C(C(N)=O)C(c2ccccn2)n2nc(-c3ccccc3Cl)nc2N1 (stereo not drawn)
1.9	O=C(CN(C1CCCCC1)S(=O)(=O)c1ccccc1)NCC1CCCO1 (stereo not drawn)
-1.4	COC(C[C@@H](O)[C@@H](C)[C@@H](O)COCc1ccccc1)OC
-1.4	O=C(CSc1nnc(-c2ccc(F)cc2)o1)NC1CCCC1
5.2	COc1cc2c(c(O)c1OC)-c1c(cc(OC)c(OC)c1O)[C@@H](OC(=O)c1ccccc1)[C@@](C)(O)[C@@H](C)[C@@H]2OC(C)=O
-1.6	Cc1ncoc1C(=O)NC1CCCc2c1cnn2-c1ccc(C(C)(C)C)cc1 (stereo not drawn)
-42.0*	C(=N\Nc1nc2ccccc2[nH]1)/c1ccccn1
-0.5	CCOc1c(Cl)cc(CNc2ccc(N3CCCC3)cc2)cc1OC
0.4	CC(=O)NCCc1nc2ccccc2n1CCc1ccccc1
-1.0	COc1ccc(OC)c(CC(NC(C)=O)C(=O)NC2CCN(C(=O)c3cccc(C)c3)CC2)c1 (stereo not drawn)
2.3	COc1ccc2[nH]c(=O)c(CN(CC3CCCO3)C(=O)Nc3ccc(F)cc3)cc2c1 (stereo not drawn)
-0.1	NS(=O)(=O)c1ccc(NC(=O)N[C@@H](Cc2ccccc2)C(=O)O)cc1
-4.3	COc1ccc2c(c1)-c1nc(/N=C/c3c(O)ccc4ccccc34)sc1CC2
?	C/C(=C\C=C(C#N)C#N)c1cc(C#N)c(N)o1
-0.7	COc1ccccc1CCNC(=O)C1CCC(=O)N(Cc2cccc(F)c2)C1 (stereo not drawn)
0.5	CS(=O)(=O)c1nc(-c2ccc(F)cc2)cc(C(F)(F)F)n1
2.6	O=S1(=O)N=C(N(CCO)/N=C/c2ccccc2)c2ccccc21
1.8	CN(Cc1cnccn1)C(=O)c1cc(COc2cccc(C(F)(F)F)c2)on1
2.9	Brc1c(NC2=NCCN2)ccc2nccnc12
-0.2	CCOc1cc(-n2nc(C)c(C#N)c2N)nc(SC)n1

Further results:
COc1cc(-c2c(C(C)=O)c(C)nc3c2C(=O)c2ccccc2-3)cc(OC)c1OC
  MEX-5 binding: 0.4

C=CS(=O)c1sc(Cl)c(N2CCOCC2)c1[N+](=O)[O-] (stereo not drawn)
  MEX-5 binding: -9.6

CC(C)(CNC(=S)NCCc1ccccc1)CNC(=S)NCCc1ccccc1
  MEX-5 binding: 4.3

O=C(Nc1ccc2oc(-c3cccnc3)nc2c1)c1ccc([N+](=O)[O-])o1
  MEX-5 binding: 0.4

C=CCn1c(=O)c2ccccc2n2c(SCC(=O)NC(C)C)nnc12
  MEX-5 binding: 3.4

CCCCN1CN(S(=O)(=O)c2cccs2)c2nc3ccccc3nc21
  MEX-5 binding: -1.1

These rows are one share of the data, so the mix of outcomes need not match the whole.
